FBPA Giardia inh = inhibitors of Giardia lamblia fructose-1,6-bisphosphate aldolase. purified Giardia FBPA. Potency, µM (doses to about 59.6 µM), inactives show at the top dose activity, negative = inhibition, usual class: inhibitors. 290,000 tested, 0.71% active; further: potency means the concentration at half of the fitted maximal effect; nearly all actives have a fitted effect of over 55% in size
Target sequence (A8B2U2 whole entry, looked up): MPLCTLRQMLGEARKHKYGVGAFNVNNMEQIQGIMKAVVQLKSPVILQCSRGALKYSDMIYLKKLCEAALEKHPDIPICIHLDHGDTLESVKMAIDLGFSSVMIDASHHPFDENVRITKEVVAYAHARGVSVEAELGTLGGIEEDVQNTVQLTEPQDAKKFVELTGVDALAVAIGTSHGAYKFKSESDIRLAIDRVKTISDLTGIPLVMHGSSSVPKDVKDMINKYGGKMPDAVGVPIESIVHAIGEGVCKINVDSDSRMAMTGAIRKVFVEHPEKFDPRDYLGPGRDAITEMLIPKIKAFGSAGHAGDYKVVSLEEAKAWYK
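Giardia FBPA (40 nM reagent) was preincubated 10 min at RT with compound (up to 57.5 uM final), then substrate plus GAPDH/TPI/NAD/arsenate coupling system with diaphorase/resazurin was added; resorufin fluorescence (525/598 nm) was read after 20 min.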
AmpC detergent = blocks E. coli AmpC beta-lactamase in detergent assay | P00811 | AmpC hydrolysis of nitrocefin, absorbance 480 nm, 0.01% Triton | Potency, µM (top dose mostly 114 µM), without a hit: at the top dose activity change, negative = inhibition, actives largely listed as inhibitors | 370,000 tested, 0.041% active | AID 485294;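 further: potency means the concentration at half of the fitted maximal effect; 0% = no-compound wells and -100% = no-enzyme wells; nearly all actives have a fitted effect of over 25% in size; some results filed as inactive show a strong effect at the top dose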
Target sequence (P00811 whole entry, looked up): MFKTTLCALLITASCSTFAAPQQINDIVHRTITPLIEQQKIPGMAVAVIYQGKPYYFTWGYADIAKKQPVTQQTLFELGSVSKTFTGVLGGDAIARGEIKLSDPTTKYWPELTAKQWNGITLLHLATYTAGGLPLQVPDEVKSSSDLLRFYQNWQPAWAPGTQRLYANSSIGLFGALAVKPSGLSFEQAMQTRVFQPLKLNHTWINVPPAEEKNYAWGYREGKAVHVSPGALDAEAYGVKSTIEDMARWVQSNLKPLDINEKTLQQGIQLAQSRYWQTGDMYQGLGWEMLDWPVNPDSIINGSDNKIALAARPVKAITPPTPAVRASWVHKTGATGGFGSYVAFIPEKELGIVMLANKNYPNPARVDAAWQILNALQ
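AmpC (5.3 nM in the dispensed reagent) in 20 mM phosphate pH 7.0 with 0.01% (detergent screen) or 0.0001% Triton X-100 was preincubated with compounds for 15 min at room temperature. Nitrocefin was then added from an 800 uM solution, and hydrolysis was followed at 480 nm.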
AMA1-RON2 inh = inhibitors of Plasmodium falciparum AMA1-RON2 interaction. 360,000 tested, 0.2% active. AlphaScreen AMA1-biotinylated RON2 peptide binding. Potency, µM (highest dose often 58.2 µM), for the others: top-dose activity change, negative = inhibition, actives largely listed as inhibitors. AID 720542;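 further: potency means the concentration at half of the fitted maximal effect; 0% = vehicle wells and -100% = peptide control; nearly all actives have a fitted effect of over 45% in size; some results filed as inactive show a strong effect at the top dose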
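AMA1 (3D7) with his tag at 25 nM final met compounds first, then biotinylated RON2 peptide at 25 nM; detection used donor plus acceptor beads, 10 µg/mL apiece, read by AlphaScreen after 30 min at room temperature.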
HCV inhibitor = blocks hepatitis C virus; 340,000 tested, 3.4% active; Huh7.5.1 HCVcc-Cre infection, luciferase reporter, 44 h; Potency, µM (top dose mostly 41.8 µM), inactives show at the highest dose activity change, negative = inhibition, actives largely listed as inhibitors; further: potency means the concentration at half of the fitted maximal effect
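Reporter virus HCVcc-Cre (~0.5 moi) infects cells exposed to compound; seeding density 1,000 cells/well with 4 h settling beforehand. Luminescence, 15 sec read, taken 44 h post-infection following a 15 min RT substrate incubation.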
Sm TGR inh = S. mansoni TGR enzyme inhibition; purified TGR, DTNB reduction, TNB absorbance 405 nm; Potency, µM (titrated, usually from 114 µM), for inactives: at the highest dose activity change, negative = inhibition, actives largely listed as inhibitors; 360,000 tested, 3% active; AID 485364; further: potency means the concentration at half of the fitted maximal effect; nearly all actives have a fitted effect of over 60% in size
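First, TGR (20 nM dispensed) and NADPH were mixed with compound. Second, a 15 min room-temperature incubation followed. Third, further NADPH and then DTNB were added to start the reaction. Finally, TNB absorbance was monitored kinetically.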
HCMV antiviral = inhibitors of human cytomegalovirus | HFF cells, HCMV-luciferase reporter, 72 h; hits give low values | activity change, negative = inhibition, % at 57.5 µM | 410,000 tested, 4.5% active | AID 1259415; in the data active means activity change below about -60%; inconclusive means no clear call, values can overlap the other calls; inactive means above about -39%
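Two-dose cell screen: HFF monolayers treated with compounds and infected with luciferase-expressing HCMV at 1 PFU/cell, 72 h at 37C, then lysed for luciferase measurement.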
Starred values were filed as active, the others as inactive; & = joins results of further samples; [ ] = remark or other dose. Unless noted, the call rests on the fitted dose curve; in most records, active means well fitted curve in the direction sought with a large enough effect; inconclusive means small, poorly fitted or top-dose-only effect, or another doubt; inactive means no such curve, though single readings can be large; an effect the other way counts as inactive or inconclusive. Unless noted, on the % scale 0 is the no-effect control and ±100 the full control effect. This is a random part of the collection, and some 9.3% of all compounds hit somewhere here.

CCc1cccc(C)c1NC(=O)COC(=O)Cn1c(C)csc1=O was read as AmpC detergent inconclusive, AMA1-RON2 inh -1%, HCV inhibitor 9%, Sm TGR inh -10% and HCMV antiviral 2.
`CCn1nc(NC(=O)Cc2ccc(OC)cc2)c2cc3cccc(C)c3nc21` gave FBPA Giardia inh 3%, AmpC detergent -1%, AMA1-RON2 inh 20%, HCV inhibitor -30%, Sm TGR inh 13% and HCMV antiviral inconclusive.
CN1CCN(CC(=O)NN2CC(=O)N(c3ccc(F)cc3)CC2=O)CC1 was read as FBPA Giardia inh 0%, AmpC detergent -4%, AMA1-RON2 inh 45%[activator], HCV inhibitor 17%, Sm TGR inh -8% and HCMV antiviral 0.
`COc1cc2c(cc1OC)C1=NC(=O)CN1C(SCc1ccccc1)=N2` gave FBPA Giardia inh inconclusive, AmpC detergent 1%, AMA1-RON2 inh -5%, HCV inhibitor inconclusive, Sm TGR inh 20% and HCMV antiviral -33.
COc1ccc(OCC(O)CNCc2ccco2)cc1 (configuration not stated) was read as FBPA Giardia inh 3%, AmpC detergent -1%, AMA1-RON2 inh 2%, HCV inhibitor 5%, Sm TGR inh 7% and HCMV antiviral -9.
`CCN(c1cc(C)cc(C)c1)S(=O)(=O)c1nnc(NC(=O)C(C)(C)C)s1` gave FBPA Giardia inh -3%, AmpC detergent 1%, AMA1-RON2 inh -5%, HCV inhibitor 2%, Sm TGR inh 5% and HCMV antiviral -67*.
Cc1cc(C)c2c(=O)[nH]cnc2n1 was read as FBPA Giardia inh -2%, AmpC detergent inconclusive, AMA1-RON2 inh 0%, HCV inhibitor 10%, Sm TGR inh -2% and HCMV antiviral -11.
Screening Cc1cccc(Cn2ccc(NC(=O)c3cccnc3)n2)c1 returned FBPA Giardia inh 3%, AmpC detergent 5%, AMA1-RON2 inh -8%, HCV inhibitor 2%, Sm TGR inh 7% and HCMV antiviral -7.
Screening CCc1ccc(C(=O)c2cn(CC(=O)Nc3ccc(OC)c(OC)c3)c3ccc(C)cc3c2=O)cc1 returned AmpC detergent -3%, Sm TGR inh -12% and HCMV antiviral inconclusive.
`CC(Nc1ccc2c(c1)OCCO2)C(=O)N1c2ccccc2CC1C` (configuration not stated) gave FBPA Giardia inh -28%, AmpC detergent 3%, AMA1-RON2 inh -15%, HCV inhibitor -9%, Sm TGR inh -25% and HCMV antiviral -39.
Screening CC(C)CC(N)c1cn([C@@H](CCC(=O)O)C(=O)N2CCNCC2)nn1 (some centres not stated) returned FBPA Giardia inh 7%, AmpC detergent -4%, AMA1-RON2 inh 2%, HCV inhibitor 28%, Sm TGR inh -9% and HCMV antiviral -35.
Screening CCCOP(=O)(c1ccc(N(C)C)cc1)C(O)c1ccc(Cl)cc1 (configuration not stated) returned FBPA Giardia inh 4%, AmpC detergent -1%, AMA1-RON2 inh -9%, HCV inhibitor 14%, Sm TGR inh 12% and HCMV antiviral -23.
For COc1ccc(CC(C)N2CCN(c3ccccc3OC)CC2)cc1OC (configuration not stated) the results were FBPA Giardia inh -9%, AmpC detergent -11%, AMA1-RON2 inh -7%, HCV inhibitor -8%, Sm TGR inh 3% and HCMV antiviral -22.
`COc1ccc(C2(O)CCN(Cc3nnnn3Cc3ccc(F)cc3)CC2)cc1` gave FBPA Giardia inh 2%, AmpC detergent -16%, AMA1-RON2 inh -1%, HCV inhibitor 25%, Sm TGR inh 1% and HCMV antiviral -8.
CC(=O)c1ccc(NC(=O)c2cnn3ccccc23)cc1 was read as FBPA Giardia inh -11%, AmpC detergent inconclusive, AMA1-RON2 inh -1%, HCV inhibitor inconclusive, Sm TGR inh -5% and HCMV antiviral inconclusive.
`Cc1ccc(S(=O)(=O)Oc2ccccc2/C=N/O)cc1` gave FBPA Giardia inh -12%, AmpC detergent -14%, AMA1-RON2 inh -3%, HCV inhibitor 22%, Sm TGR inh -8% and HCMV antiviral inconclusive.
Screening O=C(Nc1cccc(Cl)c1)OCCOc1ccccc1 returned FBPA Giardia inh -6%, AmpC detergent 0%, AMA1-RON2 inh 15%, HCV inhibitor -22%, Sm TGR inh 1% and HCMV antiviral 71.
COc1cc([N+](=O)[O-])ccc1-c1ccc(/C=N/NC(=O)c2ccccc2O)o1 was read as FBPA Giardia inh -6%, AmpC detergent -8%, Sm TGR inh -33% and HCMV antiviral -8.
COc1ccc(NC(=O)c2c(-c3ccccc3Cl)noc2C)c(OC)c1 was read as FBPA Giardia inh -6%, AmpC detergent inconclusive, AMA1-RON2 inh 2%, HCV inhibitor -29%, Sm TGR inh 0% and HCMV antiviral -34.
For Cc1cccc2cc(CN(CC3CCCO3)C(=O)c3cccnc3)c3nnnn3c12 (configuration not stated) the results were FBPA Giardia inh 2%, AmpC detergent inconclusive, AMA1-RON2 inh 21%, HCV inhibitor 1%, Sm TGR inh -3% and HCMV antiviral -10.
For CCC1CCC2(CC1)NC(=O)N(CC(=O)Nc1ccc(OC)cc1)C2=O (configuration not stated) the results were AmpC detergent inconclusive, AMA1-RON2 inh -13%, HCV inhibitor 0%, Sm TGR inh -3% and HCMV antiviral -8.
COc1ccccc1/C=C/C(=O)NCC(=O)N/N=C(/C)c1ccco1 was read as FBPA Giardia inh -5%, AmpC detergent -6%, AMA1-RON2 inh 30%[activator], HCV inhibitor 7%, Sm TGR inh -23% and HCMV antiviral 3.
Screening COc1cccc(Cn2c(SCC(=O)N3CCN(c4ccc(F)cc4)CC3)nc3ccccc32)c1 returned AmpC detergent -4%, Sm TGR inh -1% and HCMV antiviral -15.
For O=C(NCc1ccccc1)c1noc2c1CCCCC2 the results were FBPA Giardia inh 7%, AmpC detergent -7%, AMA1-RON2 inh 35%[activator], Sm TGR inh 19% and HCMV antiviral 23.
For Clc1ccc(NCc2cccnc2)cc1 the results were FBPA Giardia inh 8%, AmpC detergent -12%, AMA1-RON2 inh -3%, HCV inhibitor 18%, Sm TGR inh -15% and HCMV antiviral inconclusive.
N#CCCN(C(=O)COC(=O)c1ccc(S(=O)(=O)N2CCOCC2)cc1)c1ccccc1 was read as AMA1-RON2 inh -7%, HCV inhibitor 20% and HCMV antiviral -24.
`CCCn1c(SCC(=O)N2CCCCC2)nnc1-c1ccco1` gave FBPA Giardia inh 10%, AmpC detergent -15%, AMA1-RON2 inh 15%, HCV inhibitor 13%, Sm TGR inh inconclusive and HCMV antiviral 33.
`C=CCn1c(SCC(=O)Nc2ccc(-c3nc4ccc(C)cc4s3)cc2)nnc1-c1ccncc1` gave FBPA Giardia inh 4%, AmpC detergent -4%, AMA1-RON2 inh 7%, HCV inhibitor 1%, Sm TGR inh 0% and HCMV antiviral 172.
For Cc1c(C(=O)OCC(=O)N(C)c2ccccc2)oc2ccccc12 the results were FBPA Giardia inh -3%, AmpC detergent 5%, AMA1-RON2 inh -16%, HCV inhibitor -14%, Sm TGR inh -4% and HCMV antiviral -6.
`N#Cc1ccc2c(c1)C[C@]1(c3ccsc3)Oc3c(c(=O)oc4ccc(F)cc34)C2O1` gave FBPA Giardia inh -23%[12.9 µM], AmpC detergent inconclusive and Sm TGR inh inconclusive.

Next part, overlapping the part above by three compounds.
`C=CCn1c(SCC(=O)Nc2ccc(-c3nc4ccc(C)cc4s3)cc2)nnc1-c1ccncc1` gave FBPA Giardia inh 4%, AmpC detergent -4%, AMA1-RON2 inh 7%, HCV inhibitor 1%, Sm TGR inh 0% and HCMV antiviral 172.
For Cc1c(C(=O)OCC(=O)N(C)c2ccccc2)oc2ccccc12 the results were FBPA Giardia inh -3%, AmpC detergent 5%, AMA1-RON2 inh -16%, HCV inhibitor -14%, Sm TGR inh -4% and HCMV antiviral -6.
`N#Cc1ccc2c(c1)C[C@]1(c3ccsc3)Oc3c(c(=O)oc4ccc(F)cc34)C2O1` gave FBPA Giardia inh -23%[12.9 µM], AmpC detergent inconclusive and Sm TGR inh inconclusive.
Screening CN(Cc1ccccc1)S(=O)(=O)c1ccc(N2CCCC2=O)cc1 returned AmpC detergent inconclusive, AMA1-RON2 inh -10%, HCV inhibitor inconclusive, Sm TGR inh -9% and HCMV antiviral 0.
Cc1ccc(-c2noc(-c3nnn(-c4cccc(C(F)(F)F)c4)c3N)n2)cc1 was read as AmpC detergent 24%, Sm TGR inh 8% and HCMV antiviral 16.
COc1cccc(CNC(=O)CN2C(=O)NC(c3ccccc3)(c3ccccc3)C2=O)c1 was read as AmpC detergent -17%, AMA1-RON2 inh 3%, HCV inhibitor inconclusive, Sm TGR inh 3% and HCMV antiviral 4.
For Cc1cccc2[nH]c3c(=O)n(CCN4CCNCC4)cnc3c12 the results were FBPA Giardia inh 5%, AmpC detergent -4%, AMA1-RON2 inh -1%, HCV inhibitor 5%, Sm TGR inh -25% and HCMV antiviral 19.
CCCCn1c(=O)[nH]c(=O)c2c1nc(-c1ccc(OCC)cc1)n2CC was read as FBPA Giardia inh -1%, AmpC detergent -6%, AMA1-RON2 inh 5%, HCV inhibitor -7%, Sm TGR inh -16% and HCMV antiviral 14.
Screening CCC1=C2CC[C@H]3C(=O)N(C)C(=O)[C@H]3[C@H]2[C@@]2(Cc3ccccc3)C(=NCC(=O)OC)OC(=O)N2C1=O returned FBPA Giardia inh 5%&11%, AmpC detergent -7%, AMA1-RON2 inh 3%, HCV inhibitor 60%[activator], Sm TGR inh -13% and HCMV antiviral -6.
Screening CN(C)c1cc(-c2ccccc2)nc(N)n1 returned FBPA Giardia inh 0%, AmpC detergent -9%, AMA1-RON2 inh -1%, HCV inhibitor inconclusive, Sm TGR inh 14% and HCMV antiviral 43.
COC(=O)c1c(C)[nH]c(C)c1C(=O)c1ccccc1Cc1ccccc1 was read as FBPA Giardia inh -10%&-12%, AMA1-RON2 inh -1%, HCV inhibitor inconclusive and HCMV antiviral -34.
O=C(Nc1ccc(Cl)cc1)C1CCN(C(=O)c2ccco2)CC1 was read as FBPA Giardia inh -4%, AmpC detergent 1%, AMA1-RON2 inh -6%, HCV inhibitor -7%, Sm TGR inh -16% and HCMV antiviral 4.
For CC(=O)[C@@]12O[C@@H]1C[C@H]1[C@@H]3CC[C@H]4C[C@@H](O)CC[C@]4(C)[C@H]3CC[C@@]12C the results were FBPA Giardia inh 1%, AmpC detergent 6%, AMA1-RON2 inh 17%, HCV inhibitor 10%, Sm TGR inh 14% and HCMV antiviral -16.
Screening COc1ccc(NS(=O)(=O)c2ccc(N3CCOCC3)c(NC(=O)c3ccc(F)cc3)c2)cc1 returned FBPA Giardia inh -5%, AmpC detergent -9%, AMA1-RON2 inh 9%, HCV inhibitor inconclusive, Sm TGR inh -10% and HCMV antiviral -33.
For CCOC(=O)N1CCN(C2=C(NS(=O)(=O)c3ccccc3)C(=O)c3ccccc3C2=O)CC1 the results were AmpC detergent 2%, AMA1-RON2 inh inconclusive, HCV inhibitor inconclusive, Sm TGR inh -31% and HCMV antiviral -19.
Oc1ccccc1CNc1nc2ccccc2n1CCN1CCCCC1 was read as FBPA Giardia inh -4%, AmpC detergent inconclusive, AMA1-RON2 inh -13%, HCV inhibitor -6%, Sm TGR inh 3% and HCMV antiviral -1.

Screening results: PubChem, National Center for Advancing Translational Sciences (NCATS)
